A-T KAP1 phos = potential ataxia-telangiectasia treatments restoring KAP-1 phosphorylation; Potency, µM (series often up to 57.5 µM), for inactives: at the highest dose activation, actives largely listed as activators; AID 485349; 0.19% of 320,000 active; […] A-T fibroblasts, KAP-1 phosphorylation AlphaLISA; neocarzinostatin DNA damage 30 min before lysis; further: potency means the concentration at half of the fitted maximal effect; % of control where 0% means no effect; nearly all actives have a fitted effect of over 45% in size
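hTERT-immortalized A-T patient fibroblasts ([…]), 500 cells/well in OPTI-MEM, 1% FBS, got compounds for 60 min, then NCS for 30 min at 37C. Lysates were then assayed for phospho-KAP-1 by AlphaLISA (anti-pKAP1 donor, anti-KAP1 acceptor beads), 6 hr at 25C.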
BCR signal inh = chronic active BCR signaling inhibition | ABC-DLBCL IkBa-CBG/CBR reporter, luminescence ratio, 4 h | Potency, µM (titrated, usually from 46.1 µM), without a hit: at the top dose ratio change, negative = lower green/red ratio, actives largely listed as inhibitors | 0.05% of 340,000 active; active means well fitted inhibition curve with a large enough effect in the signal ratio, with a control signal flat, not every such curve was filed as active; inconclusive means small, poorly fitted or top-dose-only effect, or effect the other way, or a change in a side signal; the % refers to the signal ratio;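 further: potency means the concentration at half of the fitted maximal effect; plate controls were basal doxycycline-induced cells for no effect and cells given 10 µM MG132 for full effect; MG132 reads +100%, hits lower the ratio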
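Doxycycline induced both beetle luciferases in TMD8 lymphoma cells; IKK-driven degradation limits the IkappaBalpha-fused green signal, while red luminescence normalises for cell number and nonspecific effects. Compounds tested up to 46 uM, 4 hrs.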
Eya2 phos inh = inhibitors of human Eya2 phosphatase activity. Potency, µM (series often up to 76.9 µM), for inactives: at the top dose activity, negative = inhibition, hits mostly inhibitors. AID 488837. recombinant Eya2, OMFP fluorescence dephosphorylation (OMFP is methylfluorescein phosphate). 0.006% of 330,000 active; further: potency means the concentration at half of the fitted maximal effect; on the % scale 0 is the no-effect control and ±100 the full control effect
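Eya2 (0.2 uM) preincubated 10 min at ambient with compound, then OMFP substrate added at 50 uM; 10 min reaction in 50 mM HEPES pH 7.5, 50 mM NaCl, 5 uM MgCl2, 0.05% BSA, 1 mM DTT. Fluorescence read at Ex 485/Em 525 nm.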
a7 integrin act = activates integrin-mediated alleviation for muscular dystrophy. alpha7betagal myoblasts, beta-gal FDG fluorescence, 48 h. Potency, µM (highest dose often 38.3 µM), for the others: at the top dose activation, actives largely listed as activators. 0.064% of 350,000 active. AID 624291;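 further: potency means the concentration at half of the fitted maximal effect; 100% = response of the positive control SU9516; nearly all actives have a fitted effect of over 60% in size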
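alpha7betagal+/- myoblasts (passage 13, 250/well) treated 48 h at 37C with compounds at 1:260 dilution of DMSO stock. Lysed, then beta-galactosidase activity read as FDG fluorescence (ex 480/em 540) after 30 min, with pre-read for autofluorescence.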
PTAP TSG101 blk = blocks PTAP/TSG101 interaction to inhibit HIV-1 budding; Q99816; Fluorescence polarization, FITC-PTAP peptide / Tsg101 binding; Potency, µM (top dose mostly 115 µM), for inactives: at the highest dose activity change, negative = inhibition, actives largely listed as inhibitors; 340,000 tested, under 10 active; AID 493005; active means well fitted inhibition curve with a large enough effect in the main read-out, with a control signal flat, not every such curve was filed as active; inconclusive means small, poorly fitted or top-dose-only effect, or effect the other way, or a change in a side signal; inactive means no such curve, though single readings can be large or run the other way; further: potency means the concentration at half of the fitted maximal effect; % of control where 0% means no effect
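Fluorescence anisotropy tracks displacement of a FITC-tagged PTAP peptide (50 nM) from the Tsg101 binding domain (10 uM), following a 20 min room-temperature incubation at pH 7.5.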
ASM inhibitor = human S-ASM enzyme inhibition | AID 504937 | 0.006% of 340,000 active | placental ASM, HMU-PC fluorogenic substrate, 60 min | Potency, µM (top dose mostly 57.5 µM), for inactives: at the top dose activity change, negative = inhibition, most hits filed as inhibitors; further: potency means the concentration at half of the fitted maximal effect
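Fluorogenic HMU-PC substrate (9 uM final) is turned over by placental ASM in 60 min at 37 C after a 10 min compound preincubation. Reaction ended by alkaline stop (pH 10), with fluorescence read at 386/447 nm.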
TSHR antagonist = human thyrotropin receptor antagonism | P16473 | TSHR-expressing cells, TSH-stimulated cAMP HTRF, 2 h; stronger effect = lower value | activity change, negative = inhibition, % at 11.5 µM | 0.2% of 330,000 active;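 active means activity change below a set negative limit, meaning inhibition stronger than a set level, cut at about -70% in these data; inconclusive means activity change between two set negative limits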; further: on the % scale 0 is the no-effect control and ±100 the full control effect
Target sequence (P16473 whole entry, looked up): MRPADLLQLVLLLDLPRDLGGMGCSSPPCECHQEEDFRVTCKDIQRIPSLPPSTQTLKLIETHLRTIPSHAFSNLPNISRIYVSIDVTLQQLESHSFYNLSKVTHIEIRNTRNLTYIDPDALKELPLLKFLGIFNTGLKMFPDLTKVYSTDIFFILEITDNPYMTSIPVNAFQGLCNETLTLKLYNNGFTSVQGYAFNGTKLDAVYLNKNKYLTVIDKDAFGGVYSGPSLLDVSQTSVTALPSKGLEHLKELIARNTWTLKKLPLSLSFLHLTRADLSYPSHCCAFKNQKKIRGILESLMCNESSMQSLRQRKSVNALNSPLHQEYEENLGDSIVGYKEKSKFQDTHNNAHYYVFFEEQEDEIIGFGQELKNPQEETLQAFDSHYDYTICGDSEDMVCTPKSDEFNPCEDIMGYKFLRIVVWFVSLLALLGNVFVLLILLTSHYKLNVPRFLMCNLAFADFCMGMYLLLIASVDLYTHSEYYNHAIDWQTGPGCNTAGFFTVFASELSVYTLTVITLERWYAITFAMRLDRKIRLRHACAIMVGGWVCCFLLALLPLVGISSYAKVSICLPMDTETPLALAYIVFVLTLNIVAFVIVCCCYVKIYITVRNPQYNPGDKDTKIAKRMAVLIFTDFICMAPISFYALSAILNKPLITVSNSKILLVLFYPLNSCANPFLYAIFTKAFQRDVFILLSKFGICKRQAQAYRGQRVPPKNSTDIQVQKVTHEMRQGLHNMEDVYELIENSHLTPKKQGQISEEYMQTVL
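Freshly harvested TSHR cells receive pin-tooled compound, then EC80 TSH at 4nM final. After 2 hours at 37 deg C, antibody in lysis buffer and cAMP-d2 are added; 30 minutes at ambient temperature precede the HTRF read.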
TCR act = activators of T cell receptors | 330,000 tested, under 10 active | primary human leukocytes, anti-CD3, IL-2 HTRF, 48 h | AID 504894 | Potency, µM (doses to about 9.22 µM), for the others: at the highest dose activation of IL-2 secretion, most hits filed as activators; further: % of control where 0% means no effect
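HTRF read-out of IL-2 secretion: europium cryptate donor excited at 320nm, d2 acceptor emission at 665nm. Cells were primary human leukocytes incubated 48 hr with compounds and a-CD3 beads, supplying TCR signal only.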
ELG1 repair inh = inhibitors of ELG1-dependent DNA repair in HEK293T cells. 2.3% of 330,000 active. HEK293T ELG1-luciferase reporter, luminescence, 16 h; DNA damage induced by 5-fluorouridine. Potency, µM (highest dose often 46.1 µM), for inactives: at the highest dose activity change, negative = inhibition, usual class: inhibitors. AID 504467; further: potency means the concentration at half of the fitted maximal effect; on the % scale 0 is the no-effect control and ±100 the full control effect; nearly all actives have a fitted effect of over 55% in size
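Cells (2,000 per well) received 5-fluorouridine plus test compound or DMSO and were incubated 16 hr at 37 °C, 5% CO2. Luciferase activity was read by luminescence 30 min after ONE-Glo addition; signal suppression marked inhibition of damage-induced ELG1 function.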
Tb PFK inh = T. brucei PFK enzyme inhibition | O15648 | T. brucei PFK, ADP-Glo luminescence | Potency, µM (titrated, usually from 57.5 µM), for inactives: at the highest dose activity, negative = inhibition, hits mostly inhibitors | 0.17% of 330,000 active;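 further: potency means the concentration at half of the fitted maximal effect; 0% = uninhibited 1x PFK enzyme wells and -100% = no-enzyme wells; nearly all actives have a fitted effect of over 60% in size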
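Compounds were pin-transferred as a titration series up to 57 uM into substrate buffer (0.5 mM F6P, 0.1 mM ATP, pH 8.0), then 1.25 nM PFK was added and reactions ran 45 min before ADP-Glo detection.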
Mito fusion yeast = mitochondrial division inhibition or fusion activation; S. cerevisiae fusion-defective mutant growth rescue, CellTiterGlo 48 h; Potency, µM (highest dose often 46.1 µM), inactives show at the top dose growth rescue (activation), most hits filed as activators; 0.23% of 320,000 active; AID 485298;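 further: potency means the concentration at half of the fitted maximal effect; % of control where 0% means no effect; nearly all actives have a fitted effect of over 45% in size; temperature-sensitive fusion mutants such as fzo1-1 at 37 °C on non-fermentable ethanol glycerol medium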
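Temperature-sensitive fusion-defective S. cerevisiae (e.g. fzo1-1, mgm1-5) were grown with compound in YPEG medium (3% ethanol, 3% glycerol) for 48 hours at 37C. Growth rescue was measured as viability by CellTiterGlo luminescence after 10 minutes at ambient.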
An asterisk follows results filed as active; ? = inconclusive; . = no result given; [ ] = dose if it differs, or a comment. Unless noted, the call rests on the fitted dose curve; in most records, active means well fitted curve in the direction sought with a large enough effect; inconclusive means small, poorly fitted or top-dose-only effect, or another doubt; inactive means no such curve, though single readings can be large; an effect the other way counts as inactive or inconclusive.

molecule	a7 integrin act	A-T KAP1 phos	PTAP TSG101 blk	TCR act	Tb PFK inh	Eya2 phos inh	BCR signal inh	ASM inhibitor	ELG1 repair inh	Mito fusion yeast	TSHR antagonist
Cc1cc(-c2ccccc2)n2ncnc2n1	-5.0%	-1.1%	0.0%	-1.8%	-1.6%	8.1%	4.1%	3.0%	-2.5%	-10.6%	23.8
COc1ccc(Br)cc1CN(C)CC(=O)Nc1ccccc1Cl	-4.7%	11.4%	-0.4%	0.0%[46.1 µM]	2.6%	-16.1%	19.2%	2.1%	-0.3%	?	-9.3
CCOc1ccccc1CN1CCN(Cc2ccc(C)o2)CC1CCO (centres undefined)	-14.9%	6.4%[11.5 µM]	0.4%	-5.1%	0.9%	1.2%	-1.6%	-1.0%	-3.4%	-7.2%	-3.1
CCOc1ccc(S(=O)(=O)n2cc(-c3ccc(F)cc3)c(N)n2)cc1	-15.4%[7.66 µM]	-4.1%	-5.9%	-2.7%	1.6%	6.7%	-8.3%	-7.5%	-3.2%	-2.8%	-9.5
Cc1cc(NC(=O)Cc2c(F)cccc2Cl)no1	1.7%	-7.7%	-6.7%	1.3%	1.9%	17.0%	-0.1%	2.4%	3.6%	-6.5%	5.3
COc1ccc(NS(=O)(=O)c2ccc(NC(=O)C3CC3)cc2)cc1	-17.6%	13.3%	-4.5%	-1.5%	1.5%	-10.1%	-10.1%	-3.0%	-10.6%	2.5%	-7.6
CCOC(=O)c1c(NC(=O)c2cc(-c3ccc(O)cc3)on2)sc(C(C)=O)c1C	-6.8%	0.6%	-2.9%	5.0%	-0.6%	-3.1%	-0.2%	1.8%	1.5%	-2.4%	0.4
CCCc1cc(C(=O)Nc2ccn(Cc3ccc(C)cc3)n2)no1	9.6%	19.3%	-3.3%	-0.5%	-8.3%	-9.5%	-15.8%	-2.6%	-24.5%	1.4%	-12.9
COc1ccc(-n2c(=O)cc(N3CCOCC3)[nH]c2=O)cc1	19.7%	-6.1%	.	.	-4.2%	-12.7%	0.7%	3.7%	7.9%	-0.2%	-0.9
Cc1ccc(NC2CCCN(C(=O)C3CCCCC3)C2)cc1C (centres undefined)	33.9%	2.9%	-6.4%	-5.8%	-0.3%	7.8%	?	0.4%	?	9.2%	37.2
CSc1nc2c(ccc3ccccc32)o1	4.9%	-1.4%	-3.2%	-2.6%[46.1 µM]	-1.1%	0.3%	?	-1.9%	?	-5.1%	-1.9
CCOC(=O)N1CCN(c2c(N3CCN(c4ccccn4)CC3)c(=O)c2=O)CC1	10.7%	-0.1%	-4.7%	12.8%	-4.2%	5.5%	11.2%	-0.9%	-10.5%	-1.1%	6.6
CCOC(=O)c1c(C)[nH]c(C(=O)OC(C)C(=O)NC2CCCCC2C)c1C (centres undefined)	0.0%	8.5%	-2.9%	2.2%	0.0%	1.4%	-3.4%	-1.9%	-4.9%	5.7%	-21.3
COC(=O)c1nc(NC(=O)C(C)C)n[nH]1	7.2%	.	-7.6%	-3.3%	4.4%	3.3%	1.6%	1.3%	20.6%	-1.5%	2.7
Cc1cc(-c2cc(C(=O)NCc3ccccc3)on2)nc(NC2CCCC2)n1	-9.8%	45.2%	1.1%	4.9%	-8.7%	-5.8%	-2.1%	-1.5%	-19.8%	-17.5%	-5.9
CCC(C(=O)O)n1nnc(-c2ccc(OCc3ccccc3)c(OC)c2)n1 (centres undefined)	.	10.2%	.	.	1.4%	2.7%	1.1%	.	-0.3%	-1.0%	-9.0
CCCOc1ccc(N2CC(C(=O)Nc3ccccc3C(=O)NCc3ccco3)CC2=O)cc1 (centres undefined)	-16.7%	2.2%	-5.1%	3.1%	-0.3%	-4.9%	-1.5%	-1.6%	18.4µM*	-7.9%	-3.9
O=C(/C=C\c1cn(-c2ccccc2)nc1-c1ccc2c(c1)OCCO2)N1CCOCC1	-4.5%	-4.7%	-1.8%	-6.1%	-0.6%	?	-16.5%	-1.2%	3.26µM*	24.1%	7.1
NC(=O)Nc1ccccc1C(=O)N1CCC(O)(c2ccc(Cl)cc2)CC1	11.2%	3.6%	-6.2%	0.0%[46.1 µM]	-0.3%	8.1%	-0.2%	4.0%	-18.5%	-15.5%	4.6
CCn1cc(C(=O)NN)c(=O)c2cc(F)c(N3CCN(C)CC3)cc21	31.0%	-4.2%	-1.2%	1.7%	-3.9%	-1.7%	-1.1%	1.1%	16.7%	0.9%	-5.0
Cc1cc2ncc(-c3ccc(Cl)cc3)cn2n1	2.1%	-9.9%	-0.5%	3.7%	-3.5%	3.0%	?	0.6%	?	-5.6%	21.8
O=c1n(-c2ccc(Br)cc2)cnn1-c1ncccc1[N+](=O)[O-]	7.6%	4.8%	1.9%	-1.3%	0.1%	3.0%	13.8%	1.7%	?	-2.5%	-3.5
COc1ccccc1-c1c(C(F)(F)F)oc2cc(OC(=O)c3ccc([N+](=O)[O-])cc3)ccc2c1=O	?	4.3%	-3.1%	2.9%	-0.2%	-10.3%	-1.0%	-0.3%	-15.8%	?	9.8
c1ccc(NCc2nc3ccccc3n2CCOc2ccccc2)cc1	0.7%	2.7%	-0.6%	-1.9%[46.1 µM]	0.0%	-0.5%	?	-0.2%	?	?	-6.7
COc1ccc(N2CCN(c3ccc([N+](=O)[O-])nc3)CC2)cc1	36.5%	1.3%	-1.4%	-5.7%	9.7%	-5.4%	?	-3.3%	2.0%	-20.9%	-8.4
COc1ccc(-n2nc(C(=O)NCC(=O)Nc3cccc(NC(C)=O)c3)c3ccccc3c2=O)cc1	2.7%	1.1%	-6.1%	1.4%	0.2%	14.5%	?	-2.1%	?	4.0%	-8.9
CC(=O)Nc1ccc(NC(=O)c2cc(=O)c3ccccc3o2)cc1	?	5.8%	0.7%	-2.0%	2.7%	4.2%	13.6%	-4.8%	?	3.1%	-2.4
CCOc1ccc(N=C2NC(=O)C(CC(=O)Nc3ccc(OC)cc3)S2)cc1 (centres undefined)	11.8%	-1.9%	-12.6%	4.5%	0.0%	-3.8%	?	-12.0%	5.6%	-1.8%	5.4
CCN(Cc1ccc(OC)c(F)c1)C(=O)c1cc2ccccc2o1	2.4%	1.8%	-1.7%	-0.4%	3.9%	0.6%	?	1.1%	13.1%	1.9%	13.6
Cc1ccc2c(C)c(C(=O)N3CCN(c4ncccn4)CC3)oc2c1C	6.8%	9.5%	-2.0%	-3.5%	-1.4%	-2.1%	-1.2%	-3.6%	-5.7%	4.4%	-12.9
O=C(CN1C(=O)c2ccccc2C1=O)Nc1cccc2cccnc12	16.0%	11.9%	-0.4%	5.0%	1.6%	-2.1%	?	-1.7%	16.5%	-0.8%	-0.1
CCOC(=O)C1=C(CN2CCc3ccccc32)NC(=O)NC1c1ccc(Cl)cc1 (centres undefined)	-18.2%	-5.0%	-0.3%	5.6%	-5.3%	-1.8%	17.7%	-10.8%	-19.4%	?	15.3
CCC(=O)Nc1ccc(/C(C)=N\NC(=O)c2ccc(C)s2)cc1	-1.0%	1.6%	-1.6%	-1.1%	3.3%	6.7%	-21.6%	-2.0%	-1.1%	4.7%	-6.1
O=C(c1cc2ccccn2n1)N1CCN(Cc2ccccc2)CC1	-1.3%	7.1%	-4.8%	9.1%	-1.2%	-28.2%	-2.5%	7.1%	13.0%	0.3%	16.0
CC(CCc1ccccc1)NC(=O)COc1ccc(S(=O)(=O)N2CCOCC2)cc1[N+](=O)[O-] (centres undefined)	-18.5%	7.2%	-1.1%	0.7%[46.1 µM]	-2.6%	-6.2%	1.3%	-2.7%	-23.7%	1.8%	-6.2

Screens deposited in PubChem by National Center for Advancing Translational Sciences (NCATS).
